Screening results: PubChem, ICCB-Longwood Screening Facility, Harvard Medical School
PV pol inh: inhibitors of poliovirus RNA polymerase binding and polymerization; P03300; 150,000 tested, 0.66% active; poliovirus polymerase elongation, fluorescence polarization; active compounds read low; % elongation, % (compound at 16.7 µg/mL); in the data active = % elongation below about 90%; also: some results filed as inactive read as strong as hits
Target sequence (P03300 1749-2209 limits assumed): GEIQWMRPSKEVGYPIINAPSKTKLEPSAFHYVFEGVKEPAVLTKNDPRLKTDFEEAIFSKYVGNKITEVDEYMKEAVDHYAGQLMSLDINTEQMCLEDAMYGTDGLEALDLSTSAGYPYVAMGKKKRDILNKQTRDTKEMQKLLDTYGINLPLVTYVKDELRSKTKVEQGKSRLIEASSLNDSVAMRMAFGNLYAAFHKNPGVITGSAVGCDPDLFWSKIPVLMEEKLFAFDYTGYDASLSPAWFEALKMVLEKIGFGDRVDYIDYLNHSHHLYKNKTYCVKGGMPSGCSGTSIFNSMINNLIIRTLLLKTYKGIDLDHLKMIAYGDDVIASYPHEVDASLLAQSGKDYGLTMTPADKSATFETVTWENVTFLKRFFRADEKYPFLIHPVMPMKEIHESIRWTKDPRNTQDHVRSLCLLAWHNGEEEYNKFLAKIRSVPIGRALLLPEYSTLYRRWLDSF
PV pol inh FP z-score: second read-out of PV pol inh, no call of its own (marks repeat the call); z-score; measured here: FP z-score; hits read low
* hit, by the source's call. An excerpt; rates above refer to the full screens.

SMILES	PV pol inh	PV pol inh FP z-score
CCOC(=O)c1c(C)[nH]c(C)c1S(=O)(=O)N1CCCC(C(=O)Nc2ccc(C)c(N(C)C)c2)C1 (stereo unspecified)	106.0	0
C/C(N)=C(/C#N)C(=O)CSc1nnc(-c2ccc(Cl)cc2)n1CC1CCCO1 (stereo unspecified)	99.0	-0.3
Cn1cccc1/C=N/n1c(COc2ccccc2)n[nH]c1=S	90.0	-1.2
CC(C)(C)OC(=O)N1CCC(c2c(C(=O)NCCc3ccccc3)cnn2-c2ccc(F)cc2)CC1	105.0	-0.1
CC1CCN(C(=O)C2CCN(c3nnc(-n4cccc4)s3)CC2)CC1	106.0	1.7
CCOC(=O)c1ccccc1NC(=O)CN1C(=O)CC(c2ccco2)Sc2ccccc21 (stereo unspecified)	106.0	0.5
Cc1ccc(N2CCN(C(=O)c3nc(-c4ccncc4)no3)CC2)c(C)c1	102.0	-0.8
Cc1cccc(C(=O)Nc2ccc(-c3nc4cc(C(C)C)ccc4o3)cc2)c1	105.0	0.1
Cc1ccc(C)c(OCC(=O)N(Cc2nnc(-c3ccc(Cl)cc3)o2)C2CC2)c1	101.0	-0.1
O=P(O)(Nc1ccccc1)Nc1ccccc1	105.0	0.3
Cc1cccc(-c2nc3scc(CCNS(=O)(=O)c4c(C)noc4C)n3n2)c1	112.0	1.1
CC(C)=C(C#N)c1nc2ccccc2[nH]1	99.0	-0.9
CC(=O)N1CC(=O)N(O)C1c1ccc(Cl)cc1Cl (stereo unspecified)	99.0	-0.9
O=C1CC(c2nc3ccccc3n2CCCOc2ccccc2)CN1c1ccc(F)cc1 (stereo unspecified)	111.0	0.8
c1ccc(CN2CCN(Cc3ccc4c(c3)OCO4)CC2)cc1	97.0	-0.2
O=C(c1cnc2c(c1)COc1ccccc1-2)c1cc(Cl)ccc1O	103.0	0
CCOC(=O)Nc1nc2c(Cl)cccc2s1	102.0	-0.2
COc1ccccc1C(=O)Nc1c(C(=O)Nc2ccc(C)cc2)oc2ccccc12	108.0	1.3
CCOC(=O)COc1cccc2c(=O)n(CC(=O)NCc3ccc4c(c3)OCO4)ccc12	105.0	0.7
CN(c1ccccc1)S(=O)(=O)c1cccc(C(=O)OCc2nnc(-c3ccccc3)o2)c1	104.0	0.3
O=C(Nc1nnc(C2CC2)s1)C1Cc2ccccc2CN1S(=O)(=O)c1ccccc1F (stereo unspecified)	106.0	0.1
CC1C(O)CCC1(C(=O)O)c1ccccc1 (stereo unspecified)	102.0	0.7
Cc1ccccc1-c1noc(-c2nnn(-c3ccc(C(F)(F)F)c(Cl)c3)c2N)n1	102.0	0.3
Cc1ccc2nc(-c3ccc(Br)o3)c(Nc3ccc4c(c3)OCCO4)n2c1	99.0	-0.4
O=C(Nc1ccc(F)cc1F)N1CCc2c(sc3c2CCCC3)C1c1ccc(F)cc1 (stereo unspecified)	106.0	0
CC(=O)c1ccc(Nc2cc(C)nc3nc(Cc4ccc(Cl)cc4)nn23)cc1	104.0	-0.4
O=C(CSCn1nnc2c(=O)[nH]c(Cc3ccc(F)cc3)nc21)Nc1ccc(F)cc1	101.0	-0.6
Cc1ccc2c(CC(=O)NCC3COc4ccccc4O3)coc2c1 (stereo unspecified)	107.0	0.4
N#CC(C(=S)Nc1ccccc1)c1nc2ccccc2[nH]1 (stereo unspecified)	103.0	-0.3
COCCNC(=O)c1cnc2sc(N3CCC(C)CC3)nn2c1=O	108.0	0.2
C=CCN(CC=C)C(=S)Nc1ccc(S(=O)(=O)N2CCOCC2)cc1	101.0	-0.2
CN(C)c1ccc(C2NCC(CSc3nc4ccccc4s3)O2)cc1 (stereo unspecified)	104.0	0.1
COc1cc(-c2cc(NC(=O)Cc3noc4ccc(C)cc34)on2)cc(OC)c1OC	105.0	0.6
O=S(=O)(c1ccc(-n2cccn2)cc1)N1CCCC2CCCCC21 (stereo unspecified)	103.0	0.1
O=C1CC(c2ccccc2)c2c(ccc3ccccc23)N1 (stereo unspecified)	101.0	-0.2
C=CCn1c2ccccc2c2nnc(SCC(=O)OCN3C(=O)c4ccccc4C3=O)nc21	104.0	0.8
COc1ccc(C(=O)Nc2nnc(-c3ccccc3)o2)cc1OC	123.0	1.7
COc1ccc(CCNC(=O)c2ccc(OC)cc2)cc1	103.0	0.2
O=C(CCn1c(=O)c2cccn2c2ccccc21)Nc1ccccc1F	100.0	-0.8
CC1CCCN(Cc2c(O)ccc3c(=O)c(-c4ccc(Cl)cc4)c(C(F)(F)F)oc23)C1 (stereo unspecified)	103.0	-0.4
CC1CCN(S(=O)(=O)c2ccc3nc(N4CCN(c5ccc(F)cc5)CC4)ccc3c2)CC1	106.0	-0.1
CCOC(=O)N1CCC2(CC1)OC(=O)C(C)=C2C(=O)NCc1ccccc1	100.0	-0.7
CCC(=O)N1c2ccc(S(=O)(=O)NCc3ccccc3)cc2CC1C (stereo unspecified)	98.0	-1.7
O=C(NC1CCCC1)C1CCN(S(=O)(=O)c2cccc3nonc23)CC1	101.0	-0.2
CCOC(=O)c1nnc2c(-c3ccc(OC)cc3)c(C)nn2c1N	83.0	-6.4
CCOC(=O)C1CCCN(C(=S)Nc2ccc(OCC)cc2)C1 (stereo unspecified)	106.0	1.7
O=c1cc(C(F)(F)F)[nH]c(=S)[nH]1	102.0	0
CC(C)CC(=O)Nc1cccc(-c2cn3ccsc3n2)c1	101.0	-0.2
O=C1C2C(C(=O)C3C1C1C=CC3C13CC3)C1C=CC2C12CC2 (stereo unspecified)	98.0	-0.3
O=C(Sc1cccc2cccnc12)N1CCOCC1	101.0	-0.3
COCCOC(=O)c1c(NC(=O)COC(=O)[C@@H]2CCCN2S(C)(=O)=O)sc(C(N)=O)c1C	107.0	0.3
CCOC(=O)c1ccc(N2C(=O)c3n[nH]c(C)c3C2c2ccccc2OC)cc1 (stereo unspecified)	104.0	-0.9
COC(=O)Nc1c(Cl)nsc1S(=O)(=O)Cc1ccccc1	99.0	-0.4
CN(C)c1ccc(C(=O)OCC(=O)c2cccc(C(F)(F)F)c2)cc1	99.0	-0.9
CC(C)C(C(=O)Nc1nccs1)c1ccc(Cl)cc1 (stereo unspecified)	97.0	-1.7
CC(C)(C)N1C(=O)NC(=O)/C(=C\c2ccc(N3CCCC3)cc2)C1=O	108.0	2.7
COCCCNC(=O)c1ccc2nc(Cc3ccc(OC)cc3)oc2c1	108.0	0.3
O=C1c2ccccc2C(=O)C1(CCO)c1ccccc1	107.0	0.3
Cc1ccc(NC(=O)/C=C\C(=O)N(c2ccc(C(C)C)cc2)C(C(=O)NCc2ccco2)c2ccc(Cl)cc2)cc1 (stereo unspecified)	106.0	-0.5
O=C(OCC1CCNCC1)c1ccc(F)cc1	102.0	0

16 entries already listed, ordered by heavy-atom count, descending.
SMILES	PV pol inh	PV pol inh FP z-score
CC(C)(C)OC(=O)N1CCC(c2c(C(=O)NCCc3ccccc3)cnn2-c2ccc(F)cc2)CC1	105.0	-0.1
CCOC(=O)c1c(C)[nH]c(C)c1S(=O)(=O)N1CCCC(C(=O)Nc2ccc(C)c(N(C)C)c2)C1 (stereo unspecified)	106.0	0
COCCOC(=O)c1c(NC(=O)COC(=O)[C@@H]2CCCN2S(C)(=O)=O)sc(C(N)=O)c1C	107.0	0.3
O=C(CSCn1nnc2c(=O)[nH]c(Cc3ccc(F)cc3)nc21)Nc1ccc(F)cc1	101.0	-0.6
CCOC(=O)c1ccc(N2C(=O)c3n[nH]c(C)c3C2c2ccccc2OC)cc1 (stereo unspecified)	104.0	-0.9
Cc1ccc(N2CCN(C(=O)c3nc(-c4ccncc4)no3)CC2)c(C)c1	102.0	-0.8
C=CCN(CC=C)C(=S)Nc1ccc(S(=O)(=O)N2CCOCC2)cc1	101.0	-0.2
O=S(=O)(c1ccc(-n2cccn2)cc1)N1CCCC2CCCCC21 (stereo unspecified)	103.0	0.1
c1ccc(CN2CCN(Cc3ccc4c(c3)OCO4)CC2)cc1	97.0	-0.2
CC(C)CC(=O)Nc1cccc(-c2cn3ccsc3n2)c1	101.0	-0.2
O=C1c2ccccc2C(=O)C1(CCO)c1ccccc1	107.0	0.3
CC(C)C(C(=O)Nc1nccs1)c1ccc(Cl)cc1 (stereo unspecified)	97.0	-1.7
O=P(O)(Nc1ccccc1)Nc1ccccc1	105.0	0.3
CCOC(=O)Nc1nc2c(Cl)cccc2s1	102.0	-0.2
CC(C)=C(C#N)c1nc2ccccc2[nH]1	99.0	-0.9
O=c1cc(C(F)(F)F)[nH]c(=S)[nH]1	102.0	0

(next part)
SMILES	PV pol inh	PV pol inh FP z-score
O=C(Cc1cccs1)NCC1(N2CCCCC2)CCCCC1	101.0	-0.3
CCC(C)Nc1nc(NC(C)C)nc(Oc2ccc(C(=O)OC(C)C(=O)OC)cc2)n1 (stereo unspecified)	100.0	-0.4
CN(C)CCP(=O)(c1ccccc1)c1ccccc1	99.0	0.1
CC12CN3CC(C)(CN(C1)C3(C)C)C2O (stereo unspecified)	101.0	0.4
CCN(CC)C(=O)Sc1nc2ccccc2c(=O)n1CC1CC1	107.0	0.5
CCc1ccc(C(=O)CSc2ncn[nH]2)cc1	103.0	0.2
O=C(Nc1cc(Cl)cc(Cl)c1)c1cc(S(=O)(=O)NC2CCCC2)ccc1F	113.0	1.1
COc1ccc(CN(C)CC(=O)Nc2ccccc2C(=O)NC2CC2)cc1F	101.0	-0.3
Cc1ccc(OCC(=O)OCc2cc(=O)n3nc(C4CC4)sc3n2)cc1C	105.0	-0.2
Cc1ccc(/C=C/C(=O)OCC(=O)Nc2ccc3c(c2)CCC3)o1	102.0	0.1
COCC(=O)N1c2nc(C(C)C)nn2C2(CCCCC2)[C@@H]2CCCC[C@@H]21	104.0	0
Cn1c2ccccc2c2nn3c(=S)[nH]nc3nc21	100.0	-0.4
COc1ccc(-n2nc(C(=O)N3CCCCC3)c3c4ccccc4n(C)c3c2=O)cc1Cl	107.0	0.5
O=S(=O)(c1cccc(S(=O)(=O)N2CCOCC2)c1)N1CCCCCC1	102.0	0.1
CN(C(=O)c1cc(-c2ccccc2)on1)C1CCCCC1	97.0	-1.5
N#CCCN(/N=C/c1ccccc1)C1=NS(=O)(=O)c2ccccc21	103.0	0.4
Cc1ccc(NC(=O)C(C)N(C)Cc2ccccc2)cc1 (stereo unspecified)	105.0	0.2
Cc1ccc(C(=O)c2sc(Nc3ccc(F)cc3)nc2N)c(C)c1	110.0	0.5
COc1cccc(S(=O)(=O)N2CCOCC2)c1	100.0	-0.2
COC(=O)C1=CO[C@@H](C)[C@H]2CN3CCc4c([nH]c5ccccc45)[C@@H]3C[C@H]12	99.0	-0.1
Nc1nc(-c2ccc3c(c2)NC(=O)CO3)cs1	100.0	-0.2
Nc1nc(N)n(-c2ccccc2)c(=Nc2ccccc2)n1	103.0	-0.1
Cc1ccc(C2C=C(c3ccccc3)Nc3nc(NS(C)(=O)=O)nn32)cc1 (stereo unspecified)	104.0	-0.2
CC(C(=O)Nc1ccccc1C(=O)NC1CC1)N1C(=O)C2CC=CCC2C1=O (stereo unspecified)	104.0	0.2
C=C(C)CSc1n[nH]c2nc3c(c(=O)n12)C(C)(CC)Cc1ccccc1-3 (stereo unspecified)	105.0	1.5
CC1CCCC(C)N1C(=O)C1CC(c2ccccc2F)=NO1 (stereo unspecified)	103.0	0.6
COc1ccc(OCC(=O)Nc2cc(-c3cccc(Cl)c3)nn2-c2ccccc2)cc1	108.0	0.2
O=C(NCCCc1ccccc1)c1cnc2ccccn2c1=O	101.0	-0.7
Cc1cccc(OCC(=O)Nc2ccc3oc(-c4ccccc4F)nc3c2)c1	106.0	-0.1
N#CCn1c(CSc2ncnc3sccc23)nc2ccccc2c1=O	61.0	-5.6
Cc1noc(/C=C/c2ccccc2F)c1S(=O)(=O)N1CCC(C(=O)NC2CCCCCC2)CC1	98.0	-0.4
CC(C)=NNc1nc(-c2ccccc2)cs1	104.0	0.8
Cc1ccc(-n2c(=O)[nH]cc(C(=O)Nc3ccc(S(N)(=O)=O)cc3)c2=O)cc1C	102.0	-0.1
Nc1cc(=O)[nH]c2ncnn12	99.0	-0.4
Cc1ccc(C)c(SCC(=O)OCC(=O)N2CC(C)OC(C)C2)c1 (stereo unspecified)	105.0	0.4
Cc1ccc(C)c(CN2CCN(Cc3ccccc3)CC2)c1	99.0	-0.1
O=C(COn1nnc2ccc(Cl)cc21)NC1CCCc2ccccc21 (stereo unspecified)	102.0	-0.2
O=C(CCc1nc2ccccc2s1)OCc1nc2ccccc2s1	113.0	1
COc1ccccc1NC(=O)C1=C(C)NC2=C(C(=O)CC(c3ccc(OC)c(OC)c3)C2)C1c1ccc(C)o1 (stereo unspecified)	104.0	0.5
O=C(Nc1ccc2c(c1)OCO2)C1c2ccccc2Oc2ccccc21	102.0	0.1
O=C(/C=C/c1ccccc1)NC(=S)Nc1ccc(C(F)(F)F)cc1	101.0	-0.2
CCc1cccc(NC(=O)CCn2c(=O)c3cccn3c3cccnc32)c1	111.0	0.7
O=C(CSc1nc2ncccc2[nH]1)Nc1cc(F)ccc1F	108.0	-0.7
CC(C)Nc1nc2c(S(=O)(=O)c3ccccc3)nnn2c2ccsc12	99.0	-1.2
CCCCCCc1cc(O)c2c(c1)OC(C)(C)C1=C2CCN(C)C1	99.0	-0.9
Cc1ccc(NC(=O)CSc2nnc(NC(=O)NC3CCCCC3)s2)cc1	104.0	-0.7
N#C/C(=C\c1ccc(-c2ccc(F)cc2)o1)C(=O)NCCc1ccccc1	106.0	0.8
O=C(Nc1ccccc1Br)c1ccc2c(c1)N(Cc1ccc(F)cc1)C(=O)CS2=O (stereo unspecified)	101.0	-0.4
O=S(=O)(c1ccc(O)cc1)c1ccc(Cl)cc1	108.0	0.6
Cc1nc2c(-c3ccccc3)c(C)nn2c(C)c1CCC(=O)NCc1ccccc1	109.0	0.7
Cc1cccc(NC(=O)CS(=O)(=O)c2cccc3nsnc23)c1	110.0	0.7
COc1ccc2nc(C)c3c(c2c1)OC(C)C3 (stereo unspecified)	115.0	1.4
CCc1ccc(NC(=O)N2CC(C)CC(C)C2)cc1 (stereo unspecified)	102.0	-0.3
O=C(Cc1cn2ccsc2n1)NC12CC3CC(CC(C3)C1)C2	109.0	1.1
Cc1ccc2c(c1)N(CC(N)=O)C(=O)CO2	102.0	-0.2
COc1ccc(-c2nc3ccccc3n3c(-c4cccc(C)c4)c4c(=O)n(C)c(=O)n(C)c4c23)cc1OC	104.0	0
